KB-V1 MDR tox: kills drug-selected multidrug resistant KB-V1 cells; 400,000 compounds, 3.4% hits; KB-V1 MDR cells viability, CellTiter-Glo, 72 h; Potency, µM (top dose mostly 46.1 µM), without a hit: at the highest dose activity change, negative = cytotoxicity, actives largely listed as cytotoxic; further: potency means the concentration at half of the fitted maximal effect; on the % scale 0 is the no-effect control and ±100 the full control effect; nearly all actives have a fitted effect of over 60% in size
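KB-V1 MDR subline cells in DMEM (phenol-red free, 10% FBS) exposed to compounds in qHTS concentration series for 72 h at 37 degrees C. Viability read by CellTiter-Glo luminescence; concentration-effect curves fitted after normalization and correction.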
HT1080-NT tox: kills 2HG-producing HT-1080-NT fibrosarcoma cells; HT-1080-NT fibrosarcoma viability, CellTiter-Glo ATP luminescence, 48 h; Potency, µM (doses to about 46.1 µM), without a hit: at the top dose activity, negative = less viability, usual class: cytotoxic; 360,000 compounds, 1.6% hits; AID 686970;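 further: NT is the 2HG producing partner of a matched IDH1 knockdown line; potency means the concentration at half of the fitted maximal effect; 0% = DMSO-treated cells and -100% = media-only wells without cells; nearly all actives have a fitted effect of over 55% in size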
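Compounds were tested in concentration-response format on HT-1080-NT cells for 48 hours at 37 degrees C. Cell viability came from CellTiter-Glo luminescence; curves were classified by r2, response magnitude and activity.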
ATXN2 expr inh: inhibitors of ATXN2 expression | HEK-293 ATXN2-luciferase reporter, luminescence, 24 h | Potency, µM (highest dose often 57 µM), without a hit: at the top dose activity change, negative = inhibition, usual class: inhibitors | 360,000 compounds, 0.72% hits; further: potency means the concentration at half of the fitted maximal effect; on the % scale 0 is the no-effect control and ±100 the full control effect; nearly all actives have a fitted effect of over 55% in size
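ATXN2-luciferase reporter cells (luciferase flanked by upstream and downstream ATXN2 gene portions) were treated 24 h at 37 °C with compounds at up to 57 uM. SteadyGlo luminescence gave expression; GF-AFC fluorescence gave viability.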
WRN inhibitor: blocks human WRN helicase. 360,000 compounds, 0.46% hits. AID 651768. Q14191. Potency, µM (highest dose often 114 µM), inactives show top-dose activity change, negative = inhibition, usual class: inhibitors. WRN helicase unwinding, fluorescent forked duplex, kinetic; further: potency means the concentration at half of the fitted maximal effect; on the % scale 0 is the no-effect control and ±100 the full control effect; nearly all actives have a fitted effect of over 55% in size
Target sequence (Q14191 whole entry, looked up): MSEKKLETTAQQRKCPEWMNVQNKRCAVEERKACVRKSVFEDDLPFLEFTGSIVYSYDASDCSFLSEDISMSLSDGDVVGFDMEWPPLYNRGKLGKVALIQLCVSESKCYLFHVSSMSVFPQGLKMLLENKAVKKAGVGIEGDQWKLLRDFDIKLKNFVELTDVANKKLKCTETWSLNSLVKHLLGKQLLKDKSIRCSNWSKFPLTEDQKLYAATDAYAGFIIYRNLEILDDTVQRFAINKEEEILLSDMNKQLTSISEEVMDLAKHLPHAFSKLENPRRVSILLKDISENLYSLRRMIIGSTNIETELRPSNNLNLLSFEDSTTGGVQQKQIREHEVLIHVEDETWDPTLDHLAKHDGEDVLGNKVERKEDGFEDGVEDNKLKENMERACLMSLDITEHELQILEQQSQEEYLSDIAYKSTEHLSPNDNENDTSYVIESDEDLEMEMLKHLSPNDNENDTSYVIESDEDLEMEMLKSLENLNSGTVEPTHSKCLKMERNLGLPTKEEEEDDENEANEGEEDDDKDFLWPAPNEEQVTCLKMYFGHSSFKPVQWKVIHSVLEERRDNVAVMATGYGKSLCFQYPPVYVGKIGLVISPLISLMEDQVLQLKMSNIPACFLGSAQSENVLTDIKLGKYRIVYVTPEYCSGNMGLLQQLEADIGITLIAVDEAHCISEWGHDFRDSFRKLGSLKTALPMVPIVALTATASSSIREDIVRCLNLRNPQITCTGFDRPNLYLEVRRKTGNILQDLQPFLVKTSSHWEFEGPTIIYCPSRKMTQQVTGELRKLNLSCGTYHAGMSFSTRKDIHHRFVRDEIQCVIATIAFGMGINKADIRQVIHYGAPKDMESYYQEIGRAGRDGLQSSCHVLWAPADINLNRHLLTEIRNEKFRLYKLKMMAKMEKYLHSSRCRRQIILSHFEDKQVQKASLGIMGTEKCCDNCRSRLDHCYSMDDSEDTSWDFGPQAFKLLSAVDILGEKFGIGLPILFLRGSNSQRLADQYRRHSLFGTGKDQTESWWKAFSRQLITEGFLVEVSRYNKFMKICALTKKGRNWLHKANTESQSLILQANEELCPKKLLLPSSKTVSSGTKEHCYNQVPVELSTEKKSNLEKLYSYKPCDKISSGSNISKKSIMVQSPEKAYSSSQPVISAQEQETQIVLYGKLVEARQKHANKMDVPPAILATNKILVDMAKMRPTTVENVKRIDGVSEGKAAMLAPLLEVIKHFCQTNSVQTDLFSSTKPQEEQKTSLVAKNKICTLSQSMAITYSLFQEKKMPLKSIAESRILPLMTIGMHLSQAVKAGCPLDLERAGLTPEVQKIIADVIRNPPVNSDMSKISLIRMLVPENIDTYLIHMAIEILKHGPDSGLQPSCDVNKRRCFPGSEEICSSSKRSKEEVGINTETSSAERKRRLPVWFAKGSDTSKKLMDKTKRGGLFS
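Fluorescence dequenching readout, ex 525 nm/em 598 nm, kinetic mode: forked duplex DNA (100 nM final) with adjacent fluorophore and quencher unwound by WRN (20 nM final) with 2 mM ATP. Compound preincubation 15 min, room temperature.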
KB-3-1 tox: KB-3-1 parental cell cytotoxicity. 400,000 compounds, 1.4% hits. Potency, µM (series often up to 46.1 µM), for the others: at the highest dose activity change, negative = cytotoxic, actives largely listed as cytotoxic. AID 1347075. KB-3-1 viability, CellTiter-Glo ATP luminescence, 72 h; further: potency means the concentration at half of the fitted maximal effect; on the % scale 0 is the no-effect control and ±100 the full control effect; nearly all actives have a fitted effect of over 60% in size
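Using CellTiter-Glo luminescence, growth of non-resistant KB-3-1 adenocarcinoma cells is assessed 72 h after pin-tool compound addition at 37 °C. Normalized responses across the concentration series yield fitted curves.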
SW480 rerep: inducers of DNA re-replication in SW480 colon cancer cells; SW480 DNA re-replication, Hoechst DNA content imaging, 48 h; Potency, µM (highest dose often 46.1 µM), for inactives: at the highest dose re-replication activation, usual class: activators; 340,000 compounds, 1.8% hits; AID 624297; further: potency means the concentration at half of the fitted maximal effect; % of control where 0% means no effect; nearly all actives have a fitted effect of over 55% in size
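250 cells/well; 23 nL cpd via pin tool; 48 hr, 37 C, 5% CO2; Hoechst 40 min; imager read of total nuclear intensity, ex 405/em 500-530 nm.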
MCF10A rerep: induces DNA re-replication in MCF 10a normal breast cells. Potency, µM (titrated, usually from 46.1 µM), for inactives: top-dose activity, positive = re-replication, hits mostly activators. 350,000 compounds, 2.9% hits. MCF 10A DNA re-replication, Hoechst nuclear intensity, 48 h; further: potency means the concentration at half of the fitted maximal effect; % of control where 0% means no effect; nearly all actives have a fitted effect of over 50% in size
IL1B secr inh: inflammasome signaling inhibition, IL-1 beta readout; activity change, % at 57.5 µM; 360,000 compounds, 4.7% hits; THP-1 LPS/ATP IL-1B secretion, AlphaLISA, 16 h; active compounds read low; AID 743279; in the data active means activity change below about -50%; inconclusive means mostly about -30% to -49%; further: on the % scale 0 is the no-effect control and ±100 the full control effect
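THP-1 cells pretreated 1 hr with compounds (up to 57.5 uM final), then stimulated with LPS (250 ng/mL final) plus ATP (1.25 mM final); secreted IL-1B measured by AlphaLISA after 16 hr, decreased signal indicating inhibition.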
HT1080 IDH1KD tx: HT-1080 IDH1 knockdown cell toxicity (counter line); HT-1080 IDH1 knockdown viability, ATP luminescence, 48 h; Potency, µM (titrated, usually from 46.1 µM), for the others: at the highest dose activity, negative = toxicity, hits mostly cytotoxic; 360,000 compounds, 2% hits;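 further: potency means the concentration at half of the fitted maximal effect; 0% = DMSO wells and -100% = cell-free medium wells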
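In this qHTS, HT-1080 cells depleted of IDH1 are exposed for 48 h at 37 °C to compound titrations. Toxicity is scored from CellTiter-Glo luminescence, with DMSO as full viability and medium alone as none.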
Starred values were filed as active, the others as inactive; ? = inconclusive; nt = not tested or not shown; [ ] = another dose, or the depositor's remark. Unless noted, the call rests on the fitted dose curve; in most records, active means well fitted curve in the direction sought with a large enough effect; inconclusive means small, poorly fitted or top-dose-only effect, or another doubt; inactive means no such curve, though single readings can be large; an effect the other way counts as inactive or inconclusive.

Molecule,KB-V1 MDR tox,HT1080-NT tox,ATXN2 expr inh,WRN inhibitor,KB-3-1 tox,SW480 rerep,MCF10A rerep,IL1B secr inh,HT1080 IDH1KD tx
CC(=O)N1c2ccccc2Sc2ccc3ccccc3c21,?,-6%,nt,-5%,10%,nt,nt,-19,1%
CN(C(=O)c1ccc(NC(=O)C2CCN(C(=O)OC(C)(C)C)CC2)cc1)C1CC1,-5%,-4%,-6%,6%,4%,0%,19%,-23,-3%
CCn1cc(S(=O)(=O)Nc2ncccn2)cn1,?,18%,4%,9%,1%,3%,-6%,3,11%
O=C(Nc1ccc(N2CCCC2)c(Cl)c1)c1ccc([N+](=O)[O-])o1,?,5.8µM*,39%[activator],-1%,?,4%,2.9µM*,-109*,5.8µM*
CC(C)(C)c1ccc(S(=O)(=O)N2CCN(CC(O)CN3CCOCC3)CC2)cc1 (stereo not drawn),-26%,1%,-2%,1%,7%,-12%,?,-15,-4%
COc1cc(SC)ccc1C(=O)N(Cc1ccccc1)c1ccccc1,?,-11%,-32%,2%,-22%,?,2%,19,-21%
CCOC(=O)c1nc(C)c(C(C)=O)s1,?,1%,1%,0%,-2%,-9%,2%,-16,9%
CCCNC(=O)c1ccccc1SCc1c(C)noc1C,3%,6%,4%,5%,-1%,2%,0%,19,9%
CC(OC(=O)CC1CCCCC1)C(=O)Nc1cccc(C#N)c1 (stereo not drawn),0%,-4%,1%,-22%,8%,-4%,1%,-4,3%
O=S(=O)(NC1CCCCCCC1)c1cccs1,0%,-19%,-4%,-10%,8%,3%,11%,3,-17%
OC(CN1CCOCC1)(c1ccccc1)c1ccccn1 (stereo not drawn),0%,11%,-1%,2%,0%,-5%,-12%,13,12%
O=C(NCc1ccco1)C1OCCc2ccccc21 (stereo not drawn),31%,27%,1%,-18%,8%,10%,-4%,2,?
COC(=O)[C@]1(Cc2ccccc2)N[C@H](c2ccc(-c3ccc(F)cc3)cc2)[C@@H]2C(=O)N(C)C(=O)[C@@H]21,?,-1%,-17%,-5%,-18%,?,2%,?,-5%
O=S(=O)(Nc1ccccc1N1CCOCC1)c1cccs1,6%,19%,-6%,-8%,-4%,-4%,-2%,38,19%
COc1ccc([C@H]2CC(=O)C=C(c3cccc(C(C)C)c3)C2)cc1OC,?,-16%,-35%,3%,?,4%,?,-51*,-2%
O=C(Nc1cccnc1)c1ccc2c(c1)C(=O)N(CC1CCCO1)C2=O (stereo not drawn),?,3%,4%,-6%,?,-5%,2%,43,2%
CNC(=O)C[C@H]1C(=O)N(C2CCCCC2)C[C@@H]1c1ccc(Br)cc1,-21%,3%,4%,0%,-1%,nt,nt,11,1%
CC1CCCCC1NS(=O)(=O)c1ccc(S(=O)(=O)NCc2ccncc2)cc1 (stereo not drawn),16µM*,0%,-9%,-22%,-25%,0%,21%,-22,?
CC(Sc1nnc2c(n1)[nH]c1ccccc12)C(=O)NC1CCCCC1 (stereo not drawn),?,-21%,0%,-33%,-19%,5%,?,-28,?
Cc1ccc(-n2nc3c(c2NC(=O)c2ccc(Br)o2)CSC3)c(C)c1,-26%,14%,1%,0%,2%,-9%,-3%,2,0%
COc1ccccc1-c1cc(N)n(S(=O)(=O)c2ccc(F)c(C)c2)n1,-10%,1%,-4%,0%,-9%,-1%,-4%,29,-6%
CCOC(=O)/C(C#N)=N/Nc1ccc(S(=O)(=O)Nc2cc(OC)nc(OC)n2)cc1,0%,3%,-17%,-3%,1%,-9%,-2%,16,4%
CCCC(=O)N1CCC1(C)C(=O)Nc1cc(C)ccc1C (stereo not drawn),5%,23%,10%,1%,0%,nt,nt,21,0%
Cc1cnc(CN(C)C(=O)C2CCC(=O)N(CCc3ccc(Cl)cc3)C2)[nH]1 (stereo not drawn),18%,3%,nt,6%,7%,nt,nt,0,1%
CCOc1ccccc1Nc1nc(N)nc(Cl)c1CC,?,28%,6%,14%,3%,-3%,-9%,5,17%
CCc1nc2c(OCC(=O)C(C)(C)C)cccn2c1N(C)C(=O)C(C)C,-7%,3%,-7%,9%,0%,nt,nt,19,4%
CCOC1=C2[C@H](c3ccc(CC)cc3)N(S(=O)(=O)c3ccc(C)cc3)C[C@H]2n2c(=O)n(-c3ccccc3)c(=O)n2C1,14%,10%,7%,-7%,0%,nt,nt,10,21%
CNS(=O)(=O)c1ccc(NC(=O)c2cncc(Br)c2)cc1,20%,12%,-1%,2%,4%,-4%,-3%,?,12%
Cc1nn(CC(=O)Nc2ccc(C(=O)N(C)C)cc2)c(=O)c2ccccc12,17%,-2%,6%,1%,1%,4%,12%,-21,-7%
COc1ccc(CN2CC(C(=O)NCCc3ccc(C)cc3)CC2=O)cc1 (stereo not drawn),-26%,4%,-4%,-4%,2%,-2%,-6%,17,-11%
O=C(OCc1ccc(C(=O)c2ccccc2)cc1)c1cccc(-c2nnc(-c3ccccc3)o2)c1,0%,4%,?,8%,-9%,-1%,21%,-9,7%
O=C(NC(=S)NCc1ccco1)c1ccc(Br)cc1,-21%,9%,11%,-3%,9%,-3%,7%,-7,14%
Cc1cc(C)c(NC(=O)/C(=C/c2ccccc2)c2ccccc2)c(C)c1,?,-21%,4%,-2%,?,-95%[inhibitor],?,0,2%
O=C(Nc1nnc(-c2ccccc2)s1)c1ccc(F)cc1,3%,5%,-1%,1%,-21%,9%,4%,-10,0%
CC(=O)N1CCC(=NNS(=O)(=O)c2ccc(C)c([N+](=O)[O-])c2)CC1,0%,-2%,-4%,16%,-1%,-2%,-3%,13,0%
CCOc1ccccc1C(=O)NCc1ccc2c(c1)OCO2,-20%,1%,-1%,14%,14%,-1%,15%,3,4%
CCOc1ccc(S(=O)(=O)N(CC(=O)NCc2cccnc2)c2ccc(C)cc2)cc1,-9%,-2%,-13%,1%,-2%,15%,-3%,-7,-6%
CCc1c(C)nc2ncnn2c1Nc1ccc(C)c(C)c1,?,-4%,4%,1%,3%,-6%,-3%,7,-1%
O=S(=O)(NCc1ccc(Cl)cc1Cl)c1cccs1,-2%,-19%,5%,5%,-1%,1%,-9%,-27,-14%
Cc1cccc(NC(=O)c2cc(-c3c(C)cc(C)cc3O)n[nH]2)c1,26%,26%,7%,10%,7%,2%,-3%,-15,19%
COc1ccc(CCNC(=O)CCN2C(=O)C3CC=CCC3C2=O)cc1OC (stereo not drawn),-6%,3%,4%,3%,2%,-6%[9.22 µM],-3%,13,1%
Cc1cccc(N(CC(=O)NC2CCCCC2)C(=O)CCCC(=O)Nc2ccccn2)c1C,-13%,-3%,-11%,1%,-2%,-10%,-3%,-15,-1%
CN1CCN(S(=O)(=O)c2ccc(N(C)Cc3cccs3)nc2)CC1,-7%,-1%,-1%,15%,-20%,2%,8%,7,0%
COC(=O)c1ccccc1NN=Nc1ccccc1[N+](=O)[O-],5%,9%,nt,0%,26%,nt,nt,-13,10%
CCC(C)NC(=O)c1nn(Cc2ccccc2)c(=O)c2ccccc12 (stereo not drawn),-7%,16%,-6%,-4%,-6%,-4%,?,12,5%
OC(CNCc1ccc(Cl)cc1)(c1ccccc1)c1ccc(F)cc1 (stereo not drawn),-2%,?,-15%,0%,0%,-1%,?,-67*,?
COc1cc(C=NCC2OCCc3ccccc32)cc(OC)c1 (stereo not drawn),-1%,8%,5%,5%,10%,-5%,0%,11,8%
CC1=CC(C)(C)N2C(=O)C(=Nc3ccc(O)cc3)c3cccc1c32,-24%,16µM*,?,?,?,?,26%,-53*,26µM*
Nc1nc(N)c2c(n1)CN(Cc1ccc(Cl)cc1)C2,6%,-3%,nt,-9%,-21%,nt,nt,-12,-2%
O=C(N/N=C\c1ccc(CN(Cc2ccc(Cl)cc2)S(=O)(=O)c2ccccc2)o1)C(=O)Nc1ccc(F)cc1,0%,0%,0%,11%,-1%,14%,9%,?,3%
O=C1CCC(C(=O)N2CCN(c3ccc(F)cc3)CC2)CN1CC1CCCCC1 (stereo not drawn),12%,5%,-10%,5%[57.1 µM],5%,-18%,1%,16,-3%
CCN(CC)CCn1c2ccccc2c2cnc(N)c(C#N)c21,?,-13%,14µM*,-8%[57.1 µM],23µM*,?,?,-104*,?
Fc1ccc(-n2nnc(-c3ccccc3Br)n2)cc1,56%,-2%,0%,-2%,10%,?,-12%,21,8%
COc1ccc(CN2CC(=O)N3[C@H]4c5cc(C)ccc5OC[C@@H]4[C@H](c4ccccc4)[C@]3(C)C2=O)cc1,-2%,-1%,-11%,1%,?,?,?,0,-9%
FC(F)(F)c1cccc(Cc2noc(CN(Cc3ccccn3)CC3CCCO3)n2)c1 (stereo not drawn),-1%,2%,-14%,1%,-4%,1%,-2%,4,6%
CCc1ccc(NC(=O)CSc2nncn2-c2cccnc2)cc1,?,6%,36%,10%,?,-2%,4%,-4,3%
CCOC(=O)Cn1nnnc1CN1CCN(c2ccc(OC)cc2)CC1,?,8%,1%,1%,0%,-2%,0%,19,?

Screening results (PubChem BioAssay)

Outcome played no part in choosing rows; overall some 12% were active at least once.
